hK5 inh: human KLK5 protease inhibitors, primary screen, biochemical, 1536-well; Kallikrein-5 (Homo sapiens), Q9Y337; recombinant hK5, fluorogenic AMC substrate cleavage; AID 873, 2007; inhibition, % at 5 µM; 210,000 tested, 0.59% active;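 active = inhibition of 40% or more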;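 note: 0% = enzyme controls without compound and 100% = no-enzyme blanks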
eIF4E 4G PPI: eIF4E–eIF4G protein interaction inhibitors, primary screen, biochemical, uHTS, TR-FRET, eIF4GI fragment; inhibition, % at 21.7 µM; TR-FRET eIF4E-eIF4GI(517-606) binding, 2 h; Eukaryotic translation initiation factor 4E (Mus musculus) + Eukaryotic translation …; 220,000 tested, 0.37% active;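 active = inhibition above about 30%, limit read from the data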;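 note: 0% = full FRET control wells and 100% = background wells lacking eIF4GI fragment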
Target sequence (P63073 whole entry, looked up, the tested form may be a part): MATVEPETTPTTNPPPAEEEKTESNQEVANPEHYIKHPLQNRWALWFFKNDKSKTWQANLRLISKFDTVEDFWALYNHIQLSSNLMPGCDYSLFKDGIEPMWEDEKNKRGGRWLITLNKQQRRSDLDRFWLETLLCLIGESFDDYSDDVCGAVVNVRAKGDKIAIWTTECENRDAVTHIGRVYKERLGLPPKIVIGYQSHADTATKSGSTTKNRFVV
Target sequence (Q04637 whole entry, looked up, the tested form may be a part): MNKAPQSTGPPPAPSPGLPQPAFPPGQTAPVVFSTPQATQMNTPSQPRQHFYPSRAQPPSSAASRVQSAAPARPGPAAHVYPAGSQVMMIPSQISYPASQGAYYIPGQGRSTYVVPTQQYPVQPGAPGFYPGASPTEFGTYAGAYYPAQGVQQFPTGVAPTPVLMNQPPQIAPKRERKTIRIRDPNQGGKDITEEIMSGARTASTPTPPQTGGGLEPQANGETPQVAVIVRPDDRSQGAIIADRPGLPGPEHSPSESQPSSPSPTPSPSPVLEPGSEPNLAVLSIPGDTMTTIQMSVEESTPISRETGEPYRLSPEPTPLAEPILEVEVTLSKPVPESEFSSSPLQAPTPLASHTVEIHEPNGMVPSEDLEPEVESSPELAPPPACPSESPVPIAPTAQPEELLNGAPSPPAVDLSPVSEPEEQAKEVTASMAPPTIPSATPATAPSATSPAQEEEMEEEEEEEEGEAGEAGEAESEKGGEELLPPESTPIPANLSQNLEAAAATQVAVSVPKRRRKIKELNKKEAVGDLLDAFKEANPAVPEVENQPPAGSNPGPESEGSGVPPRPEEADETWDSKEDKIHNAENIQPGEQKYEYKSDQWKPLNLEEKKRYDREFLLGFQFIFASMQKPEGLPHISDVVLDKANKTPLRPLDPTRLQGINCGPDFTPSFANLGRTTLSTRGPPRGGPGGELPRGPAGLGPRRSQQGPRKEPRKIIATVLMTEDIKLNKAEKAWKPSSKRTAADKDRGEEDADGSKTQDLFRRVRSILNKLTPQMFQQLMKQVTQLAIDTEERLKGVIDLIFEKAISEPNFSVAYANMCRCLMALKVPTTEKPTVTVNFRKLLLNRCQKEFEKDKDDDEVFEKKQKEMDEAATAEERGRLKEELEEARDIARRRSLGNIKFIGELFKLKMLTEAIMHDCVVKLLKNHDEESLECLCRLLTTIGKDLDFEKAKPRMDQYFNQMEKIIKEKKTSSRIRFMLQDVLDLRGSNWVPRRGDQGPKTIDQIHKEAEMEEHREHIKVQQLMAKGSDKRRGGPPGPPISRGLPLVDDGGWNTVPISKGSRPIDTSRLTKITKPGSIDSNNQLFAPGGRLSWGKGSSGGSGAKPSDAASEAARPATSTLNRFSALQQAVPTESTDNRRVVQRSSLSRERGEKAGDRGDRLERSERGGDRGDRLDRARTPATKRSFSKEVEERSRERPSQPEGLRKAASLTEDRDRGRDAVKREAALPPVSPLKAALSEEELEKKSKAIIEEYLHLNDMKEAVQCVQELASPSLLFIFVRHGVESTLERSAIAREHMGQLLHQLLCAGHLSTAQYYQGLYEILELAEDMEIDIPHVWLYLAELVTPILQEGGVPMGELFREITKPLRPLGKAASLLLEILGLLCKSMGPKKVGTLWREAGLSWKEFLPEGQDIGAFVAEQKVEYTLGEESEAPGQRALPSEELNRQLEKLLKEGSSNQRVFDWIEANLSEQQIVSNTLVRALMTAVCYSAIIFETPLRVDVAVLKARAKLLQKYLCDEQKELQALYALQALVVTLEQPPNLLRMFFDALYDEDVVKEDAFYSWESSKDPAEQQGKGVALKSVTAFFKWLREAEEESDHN
Rad51 HR inh: human RAD51 strand exchange inhibitors, primary screen, biochemical, fluorescence; DNA repair protein RAD51 homolog 1 (Homo sapiens), Q06609; hRad51 DNA strand exchange, fluorescence dequenching; inhibition, % at 10 µM; 200,000 tested, 0.085% active; AID 1385, 2008;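 active = inhibition above 40% at the single screening dose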;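 note: 0% = DMSO control wells and 100% = blanks with heterologous ssDNA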
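System: hRad51 filaments on single-stranded DNA; reagent: Fluorescein- and BHQ1-tagged 47-mer duplex; compound dosing: one concentration, 10 µM final; timing: filaments 15 min 37 °C, then compound 30 min; measured by: fluorescein emission 520 nm, excitation 485 nm; benchmarks: per-plate controls and blanks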
FXIa inh 1536: human FXIa protease inhibitors, primary screen, biochemical, 1536-well. 220,000 tested, 0.14% active. Coagulation factor XI (Homo sapiens), P03951. purified FXIa, Boc-Glu-Ala-Arg-AMC fluorogenic substrate. AID 798, 2007. inhibition, % at 5 µM;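 active = inhibition of at least 40%; inactive = inhibition below 40%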;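 note: fluorescence of freed AMC excited at 355 nm; 0% = enzyme without compound and 100% = no enzyme blank; many of its hits are not listed in these tables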
p97 ATPase inh: inhibitors of human p97 ATPase, primary screen, biochemical; Transitional endoplasmic reticulum ATPase (Homo sapiens), P55072; recombinant p97 ATPase, Kinase-Glo ATP luminescence, 3 h; inhibition, % at 8 µM; 220,000 tested, 0.42% active; in the data active = inhibition above about 15%;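 note: 0% = DMSO vehicle and 100% = wells lacking enzyme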
FXIIa inh: human FXIIa protease inhibitors, primary screen, biochemical, 1536-well. Coagulation factor XII (Homo sapiens), P00748. purified FXIIa, Boc-QGR-AMC fluorogenic substrate, 2 h. inhibition, % at 5 µM. 220,000 tested, 0.3% active. AID 800, 2007; in the data active = inhibition above about 40%;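 note: 0% = enzyme with no compound and 100% = blank without enzyme; many of its hits are not listed in these tables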
MDM2 E3 inh: MDM2-luciferase reporter signal enhancers, primary screen, MDM2 E3 ligase inhibitor project, cell-based, luminescence, 1536-well | cell-based MDM2 ubiquitination luciferase reporter, 2 h; 0 = plate control, 100 = twice control, blank-subtracted | signal enhancement, % at 5 µM | AID 1230, 2008 | 210,000 tested, 0.11% active | E3 ubiquitin-protein ligase Mdm2 (Homo sapiens), Q00987;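 active = signal enhancement of 30% or more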;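 note: luminescence tracks abundance of the self-degrading MDM2-luciferase fusion protein; higher signal means inhibition of MDM2 E3 ligase activity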
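Material: Stable MDM2–luciferase fusion reporter cells | Amount: 2000 cells seeded into each well | Dosing: One concentration, 5 µM, with 0.2% DMSO | Incubation: 4 h cell settling then 2 h compound exposure, 37 °C | Measured by: Luciferase luminescence | Read-out basis: % enhancement relative to plate controls after blank subtraction | Benchmarks: Control and blank well means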
14-3-3 Bad PPI: inhibitors of 14-3-3 zeta/Bad binding, primary screen, biochemical, TR-FRET, bovine 14-3-3 zeta. 14-3-3 protein zeta/delta (Bos taurus), P63103. TR-FRET 14-3-3zeta/Dy647-pBad peptide displacement, 1 h. inhibition, % at 21.7 µM. 220,000 tested, 0.71% active;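 active = inhibition above about 70%, limit read from the data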;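 note: 0% = full 14-3-3 plus peptide FRET controls and 100% = background without 14-3-3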
Wee1 degr inh: Wee1 degradation inhibitors, primary screen, cell-based, HeLa, Wee1K328M-luciferase, luminescence; HeLa Luc-Wee1K328M stability; 100% = proteasome inhibitor MG132 effect; 220,000 tested, 1.2% active; AID 1321, 2008; Wee1-like protein kinase (Homo sapiens), P30291; reporter increase, % at 5 µM;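 active = activation above the mean of all tested compounds plus 3 SD, set per screening run, cut at about 8.8% in these data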;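 note: cells exposed to compound for 20 h before luminescence read; 0% = DMSO alone and 100% = MG132 at 30 µM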
* marks the source's active call; other numbers are inactive results; / = no result given; [ ] = remark or other dose.

Sample of the layout:
compound	hK5 inh	eIF4E 4G PPI	Rad51 HR inh	FXIa inh 1536	p97 ATPase inh	FXIIa inh	MDM2 E3 inh	14-3-3 Bad PPI	Wee1 degr inh
O=C(O)CCCCCNc1nc2ncn(Cc3ccccc3)c2c(=O)[nH]1	-15.4	-2.2[fluorescence artefact?]	13.5	6.6	-2.2	20.3	-14.2	-15.2[fluorescence artefact?]	-1.2
Cc1ccc(OC(=O)c2ccc(C)c(C)c2)cn1	1.4	-5.8	-2.4	-3.9	-3.9	-4.6	-3.4	3.7	-1.6
CCOC(=O)C1CCN(Cc2ccc(N(C)C)cc2)CC1	11.5	11.9	0.7	3.8	1.7	10.4	-38.7	20.1	0.1

The list itself, repeating the preview:
compound	hK5 inh	eIF4E 4G PPI	Rad51 HR inh	FXIa inh 1536	p97 ATPase inh	FXIIa inh	MDM2 E3 inh	14-3-3 Bad PPI	Wee1 degr inh
O=C(O)CCCCCNc1nc2ncn(Cc3ccccc3)c2c(=O)[nH]1	-15.4	-2.2[fluorescence artefact?]	13.5	6.6	-2.2	20.3	-14.2	-15.2[fluorescence artefact?]	-1.2
Cc1ccc(OC(=O)c2ccc(C)c(C)c2)cn1	1.4	-5.8	-2.4	-3.9	-3.9	-4.6	-3.4	3.7	-1.6
CCOC(=O)C1CCN(Cc2ccc(N(C)C)cc2)CC1	11.5	11.9	0.7	3.8	1.7	10.4	-38.7	20.1	0.1
O=c1oc2c(CN3CCOCC3)c(O)ccc2c2ccccc12	-7.3	2.9	7.0	9.9	4.0	13.2	-2.7	4.5	0.4
Cc1ccc(-n2cc(CNCCc3ncc(C)[nH]3)c(-c3ccc(F)cc3)n2)cc1	5.3	-0.5	7.2	-3.3	4.5	3.8	-7.5	-14.1	2.9
O=C(O)c1c2c(nc3ccc(S(=O)(=O)N4CCC(C(=O)NC5CCCC5)CC4)cc13)CCCCC2	2.3	-1.7	1.8	1.9	4.3	13.2	4.2	7.6	5.3
S=C(NCCCN1CCOCC1)NC1CCCC1	2.9	-0.4	-2.9	9.3	-3.7	/	-17.1	-1.8	-2.3
CCN(CCNC(=O)C1CCCN(S(=O)(=O)c2cnc[nH]2)C1)c1ccccc1 (configuration not stated)	-5.1	3.1	2.9	3.3	-1.5	14.3	-15.7	-1.1	0.8
FC(F)(F)c1nnc2c(Sc3ccccn3)nc3ccccc3n12	-16.9	6.5	-10.9	-0.4	18.7*	10.8	-4.2	-14.6	-2.3
Oc1ccccc1/C=N/Nc1ccnc(SCc2ccccc2)n1	-65.4	1.0	12.6	17.8	-1.9	5.7	7.4	15.0	6.8
Cc1nn(-c2ccccc2)c(C)c1/C=N/NC(=O)c1cc(-c2ccc(Br)s2)[nH]n1	-11.5	-3.7	4.2	0.1	5.3	10.8	-12.3	-1.1	-1.6
C(/CCc1ccccc1)=N\n1cnnc1	-26.6	-0.7	-6.2	-2.0	1.4	-3.0	0.1	-2.9[fluorescence artefact?]	-1.8
O=C(O)c1ccccc1P(=O)(c1ccccc1)c1ccccc1	2.0	-3.8	13.6	-0.1	3.1	7.4	-5.3	-18.9	2.2
NC(=O)c1ccc(NCc2ccco2)c([N+](=O)[O-])c1	1.1	5.0[fluorescence artefact?]	-0.4	0.7	-0.4	8.8	1.5	1.2[fluorescence artefact?]	-0.3
CC1CCCN(C(=O)c2cc(F)c(F)cc2Cl)C1 (configuration not stated)	-11.4	1.2	4.6	2.4	1.1	16.3	-2.1	4.4	6.9
O=S(=O)(c1ccc(Cl)cc1)N1CCC2(CC1)CO2	-7.3	3.6	10.6	6.3	3.9	3.4	-1.0	-6.3	-3.4
O=C(CN(Cc1ccccc1)C(=O)c1cccc([N+](=O)[O-])c1)Nc1c(Cl)cc(Cl)cc1Cl	-16.7	8.4[fluorescence artefact?]	-0.9	5.6	2.1	14.8	0.5	2.2	-3.7
CCOC(=O)Oc1ccc2oc(=O)cc(C)c2c1	-24.4	3.0	-2.6	3.7	4.2	16.7	-4.1	2.1	-0.4
Cc1cc(C)nc(-n2nc(C)c3c(C(F)(F)F)cc(=O)[nH]c32)n1	4.6	0.7	-1.9	4.9	2.1	13.7	-2.8	8.0	4.8
COc1ccc(CCN2CC3=C(C2=O)C(c2ccccc2)NC(=O)N3C)cc1OC (configuration not stated)	1.5	-12.9	1.1	-7.9	-2.0	-6.7	-19.4	9.8	4.4
COc1ccc(N2C(=O)CC(S/C(N)=N/N=C/c3ccnc4ccccc34)C2=O)cc1 (configuration not stated)	-0.4	22.3	-3.9	3.8	1.7	13.3	0.9	75.4*[fluorescence artefact?]	1.2
O=C(O)C(Cc1c[nH]c2ccccc12)N1CCS(=O)(=O)CC1 (configuration not stated)	-10.2	-4.8	7.7	-3.8	-0.8	4.1	-1.3	-14.3	1.4
Cc1ccc(C2=NNC(=O)C(c3c[nH]c4ccccc34)C2)cc1 (configuration not stated)	-2.4	-0.6	-1.1	-1.2	-2.3	10.5	-8.9	-1.0	0.7
CCCCCC1CC(CC(=O)Nc2nncs2)C(=O)O1 (configuration not stated)	-3.0	0.0	4.4	2.8	-4.6	4.8	-6.6	4.2[fluorescence artefact?]	-3.6
CCCn1c(SCC(=O)Nc2cccc(S(=O)(=O)N3CCCC3)c2)n[nH]c1=O	7.4	-0.1	-8.3	0.8	2.0	8.5	3.4	-4.2	-0.4
Cc1ccc(-c2nc(COC(=O)c3c(C)noc3C)cs2)cc1	0.7	0.6	11.1	10.0	-5.8	15.0	-13.1	-7.4	3.5
S=c1[nH]nc(C2CCCCC2)n1/N=C/c1ccc(Br)s1	1.3	-2.3	-4.9	10.6	-0.5	7.1	-1.5	-3.9	3.2
Nc1nnc(SCC(=O)NC2CCCCC2)n1-c1ccccc1	8.2	0.2	-3.8	6.0	2.9	-0.3	10.8	5.0	-2.3
CC1CCCC(NC(=O)COC(=O)c2sc3ccccc3c2Cl)C1C (configuration not stated)	-34.7	7.9	/	-0.4	0.1	0.3	/	3.9[fluorescence artefact?]	-0.3
Cc1ccc(S(=O)(=O)NCCSc2ncccn2)cc1	0.9	-1.1	/	-1.3	6.0	9.8	-8.2	-0.7	5.0
Cc1ccc(S(=O)(=O)Nc2ccnc3ccccc23)cc1	-6.7	3.6	-2.1	5.3	-0.9	16.6	-3.7	10.9	1.1
CCOc1ccc(-n2c(C)cc(/C=C3/C(=N)N4C(=NC3=O)SN=C4S(C)(=O)=O)c2C)cc1	-4.9	6.8	-8.8	5.2	2.1	10.6	-7.8	-26.1	-0.5
O=C(NCc1ccco1)C1(c2ccc(Br)cc2)CCCC1	4.5	-0.4	-4.1	-26.3	1.8	4.3	-9.8	1.3	0.2
CN(C)c1ccc(/C=C2\C(=N)N3C(=NC2=O)Sc2cc(S(C)(=O)=O)ccc23)cc1	3.0	-13.5	-491.6	3.6	6.8	8.3	2.8	37.4	2.0
Cc1nccc2[nH]c(=O)c(C(=O)NC(C)CCc3ccccc3)cc12 (configuration not stated)	/	5.2	/	-3.0	3.2	2.6	-13.1	10.8	-0.9
CN1CCN(C(=O)c2ccc(-n3cccn3)nc2)CC1	-3.5	-0.4	25.9	2.8	5.2	8.9	-5.4	-6.5	-3.4
COC(=O)COc1ccc(C2NC(=O)NC(C)=C2C(=O)NCc2ccccc2)cc1OC (configuration not stated)	15.0	4.5	-4.5	-4.9	3.6	10.6	-7.6	-4.8	1.9
CCCCN(CC)CCNC(=O)Cn1cnc2sc(C)c(S(=O)(=O)N3CCOCC3)c2c1=O	-13.3	-0.7	2.3	4.1	-6.8	3.9	-13.4	-5.5	-0.6
COc1ccc(/C=N/NC(=O)c2cc(OC)c(OC)c(OC)c2)cc1CN1CCc2cc(OC)c(OC)cc2C1C (configuration not stated)	2.1	-6.0	-11.3	-1.2	-3.6	6.5	-10.1	5.4	-3.5
Cc1ccccc1NC(=O)Cn1nnc2ccccc21	21.7	1.3	-7.9	32.9	-3.6	26.6	-88.3	4.0	-0.5
CCOC(=O)c1c(C)[nH]c(C(=O)COC(=O)c2[nH]c(C)c(C(C)=O)c2C)c1C	-22.0	-29.9	6.6	1.8	-0.7	3.9	-9.1	3.1	0.6
O=C(CCC1CCCN(Cc2ccc3c(c2)CCO3)C1)NCc1ccc(F)c(F)c1 (configuration not stated)	-2.4	0.3	2.8	-3.8	2.8	2.8	-5.0	-3.6	-1.2
COC(=O)c1ccc(CSc2ccc3nnc(-c4ccccc4)n3n2)o1	-39.9	-1.9	-1.1	-7.6	0.6	0.8	-2.0	9.3	-0.5
O=C(c1ccc(OC2CCN(Cc3ccccn3)CC2)cc1)N1CCCCCC1	1.5	1.3	6.6	-1.7	5.0	6.8	-3.7	-7.1	-1.1
O=S(=O)(Nc1ccc(N=Nc2ccccc2)cc1)c1ccccc1	0.4	4.4	5.4	10.1	0.8	8.1	-10.3	9.6	-0.9
O=C1CC(C(=O)Nc2ccc(Cl)cc2)n2ncnc2N1 (configuration not stated)	-7.3	-6.9	11.2	-2.4	3.4	2.3	-7.1	-2.8	0.2
O=C(Nc1ccc(N2CCOCC2)cc1)c1cccc(S(=O)(=O)N2CCCCCC2)c1	-1.3	0.1	2.7	2.3	0.7	5.8	-13.5	-4.5	0.9
COc1ccc(C(=O)N(Cc2nc(-c3ccc(C)cc3)no2)C(C)C)cc1OC	3.0	7.6	13.1	4.2	-10.8	2.7	-11.9	-11.0[fluorescence artefact?]	1.0
Cc1ccc(/C=C/C(=O)Nc2sc(C)c(C)c2C(=O)OC(C)C)o1	-23.1	-3.2	3.7	3.1	11.1	9.6	-8.0	-19.7	0.6
COc1ccc(N(CC(=O)Nc2ccc3c(c2)OCO3)S(=O)(=O)c2ccccc2)cc1OC	4.9	0.9	-1.9	4.1	6.1	13.9	-9.7	-3.6	-0.1
COC(=O)c1sc2ccccc2c1-n1cccc1C(=O)C(=O)Nc1ccc(C)cc1	-20.6	7.2	12.8	-7.3	-0.1	-1.0	-9.2	-3.3	-1.4
Cc1cccc(OCC(=O)Nc2cc(S(=O)(=O)N3CCCCC3)ccc2N2CCN(C)CC2)c1	4.6	0.4	2.7	-0.9	0.0	13.5	-14.2	-10.3	3.1
